# KB-3-1 cytotox – qHTS assay for MDR1-selective chemotherapeutics: Primary screen using the parental adenocarcinoma cell KB-3-1. KB-3-1 viability, CellTiter-Glo ATP luminescence, 72 h. Potency, µM (series often up to 46.1 µM), without a hit: at the highest dose activity change, negative = cytotoxic, most hits filed as cytotoxic. 1.4% of 400,000 active; also: potency is read from the fitted curve at half-maximal effect; % is scaled to controls: 0 for no effect and ±100 for the full control effect; nearly all actives have a fitted effect of over 60% in size
#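 KB-3-1 cells, DMEM (no phenol red) + 10% FBS; compound by pin transfer, 72 h, 37 °C. Readout: CellTiter-Glo luminescence after 10 min. Data normalized, curve-fitted.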
# HT1080NT lethal – qHTS for induction of synthetic lethality in tumor cells producing 2HG: qHTS for the HT-1080-NT fibrosarcoma cell line | HT-1080-NT fibrosarcoma viability, CellTiter-Glo ATP luminescence, 48 h | Potency, µM (titrated, usually from 46.1 µM), inactives show at the top dose activity, negative = less viability, most hits filed as cytotoxic | 1.6% of 360,000 active | AID 686970, 2013;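 also: NT is the 2HG producing partner of a matched IDH1 knockdown line; potency is read from the fitted curve at half-maximal effect; 0% = DMSO-treated cells and -100% = media-only wells without cells; nearly all actives have a fitted effect of over 55% in size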
#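 750 cells/well, RPMI + 5% FBS; 2 h settle, compound pin-transfer, 48 h at 37 degrees C. CellTiter-Glo 10 min RT, luminescence. Normalized to DMSO and media-only wells.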
# IL-1B inflam inh – qHTS for Inhibitors of Inflammasome Signaling: IL-1-beta AlphaLISA Primary Screen; activity change, % at 57.5 µM; 4.7% of 360,000 active; THP-1 LPS/ATP IL-1B secretion, AlphaLISA, 16 h; hits give low values; in the data active = activity change below about -50%; inconclusive = mostly about -30% to -49%; also: % is scaled to controls: 0 for no effect and ±100 for the full control effect
#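 Secreted IL-1B measured by AlphaLISA bead assay after 16 h compound exposure of THP-1 cells; compounds (final up to 57.5 uM) added 1 h before LPS (250 ng/mL) and ATP (1.25 mM) stimulation; lower signal means less secretion.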
# SW480 rerep – A quantitative high throughput screen for small molecules that induce DNA re-replication in SW480 colon adenocarcinoma cells; 1.8% of 340,000 active; SW480 DNA re-replication, Hoechst DNA content imaging, 48 h; Potency, µM (doses to about 46.1 µM), without a hit: at the highest dose re-replication activation, actives largely listed as activators; AID 624297, 2012; also: potency is read from the fitted curve at half-maximal effect; % of control where 0% means no effect; nearly all actives have a fitted effect of over 55% in size
#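 Cells (250 per well) received 23 nL compound or DMSO by pin tool and were kept 48 hr at 37 C, 5% CO2. Nuclei were then stained with Hoechst for 40 min and scanned for DNA content.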
# MCF10A rereplic – A quantitative high throughput screen for small molecules that induce DNA re-replication in MCF 10a normal breast cells | Potency, µM (top dose mostly 46.1 µM), for inactives: at the highest dose activity, positive = re-replication, usual class: activators | 2.9% of 350,000 active | MCF 10A DNA re-replication, Hoechst nuclear intensity, 48 h; also: potency is read from the fitted curve at half-maximal effect; % of control where 0% means no effect; nearly all actives have a fitted effect of over 50% in size
# S2 tox – Viability Counterscreen for Primary qHTS for Inhibitors of ATXN expression | S2 cells (HEK-293 line with an ATXN2-luciferase reporter) viability, CellTiter-Fluor protease fluorescence, 24 h | Potency, µM (titrated, usually from 56.7 µM), hits mostly cytotoxic | 0.49% of 400,000 active | AID 651635, 2014; also: potency is read from the fitted curve at half-maximal effect; nearly all actives have a fitted effect of over 40% in size
# HT1080 IDH1KD tx – qHTS for induction of synthetic lethality in tumor cells producing 2HG: qHTS for the HT-1080-IDH1KD cell line | HT-1080 IDH1 knockdown viability, ATP luminescence, 48 h | Potency, µM (highest dose often 46.1 µM), for inactives: at the top dose activity, negative = toxicity, most hits filed as cytotoxic | 2% of 360,000 active;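 also: potency is read from the fitted curve at half-maximal effect; 0% = DMSO wells and -100% = cell-free medium wells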
#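 % activity derives from luminescence (CellTiter-Glo), normalised to DMSO and no-cell wells. HT-1080-IDH1KD cells, 750/well, had 48 h compound exposure at 37 °C.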
# KB-V1 MDR tox – qHTS assay for MDR1-selective chemotherapeutics: Primary screen using the drug-selected MDR subline cells KB-V1; 3.4% of 400,000 active; AID 1347076, 2019; KB-V1 MDR cells viability, CellTiter-Glo, 72 h; Potency, µM (titrated, usually from 46.1 µM), for inactives: top-dose activity change, negative = cytotoxicity, most hits filed as cytotoxic; also: potency is read from the fitted curve at half-maximal effect; % is scaled to controls: 0 for no effect and ±100 for the full control effect; nearly all actives have a fitted effect of over 60% in size
#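 qHTS viability screen in drug-selected KB-V1 MDR cells: 72 h compound treatment at 37 degrees C, ATP luminescence end point.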
# ATXN2 expr inh – Primary qHTS for Inhibitors of ATXN expression. Potency, µM (series often up to 57 µM), for the others: at the top dose activity change, negative = inhibition, usual class: inhibitors. HEK-293 ATXN2-luciferase reporter, luminescence, 24 h. 0.72% of 360,000 active; also: potency is read from the fitted curve at half-maximal effect; % is scaled to controls: 0 for no effect and ±100 for the full control effect; nearly all actives have a fitted effect of over 55% in size
#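 qHTS (up to 57 uM final) was run with 24 h compound exposure of reporter cells at 37 °C. Each well was multiplexed: SteadyGlo luminescence measured ATXN2-luciferase expression after a fluorogenic Gly-Phe-AFC viability readout (25 uM final).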
# * marks the source's active call; other numbers are inactive results; i = inactive; u = inconclusive; x = no result given; [ ] = dose if it differs, or a comment. Unless noted, calls follow the shape of the dose curve; as a rule, active = well fitted curve in the direction sought with a large enough effect; inconclusive = small, poorly fitted or top-dose-only effect, or another doubt; inactive = no such curve, though single readings can be large; an effect the other way counts as inactive or inconclusive.
Compound	KB-3-1 cytotox	HT1080NT lethal	IL-1B inflam inh	SW480 rerep	MCF10A rereplic	S2 tox	HT1080 IDH1KD tx	KB-V1 MDR tox	ATXN2 expr inh
Cc1cc2nnc(SCC(=O)NCc3cccs3)n2c2ccccc12	4.7%	13.3%	0.0	-7.5%	8.2%	x	11.4%	0.4%	x
COc1cc(C(=O)Nc2cccc(-n3cnnn3)c2)cc(OC)c1OC	-18.7%	-1.6%	-28.5	-7.8%	1.8%	i	-0.5%	0.0%	-2.5%
Cc1ccc(NC(=O)c2c(C)oc3ncn(CC(C)C)c(=O)c23)nc1	-4.5%	x	x	x	x	i	x	-9.4%	-2.5%
Oc1cccc2ccc(Nc3ccccn3)nc12	5.8µM*	5.8µM*	-109.6*	u	5.8µM*	x	5.8µM*	u	0.0%
O=C(Nc1nc2ccccc2n1CCN1CCOCC1)c1ccc(COc2ccccc2Br)o1	u	-11.5%	-95.0*	u	u	u	u	u	u
CC1(Cc2cc(Cl)ccc2C(F)(F)F)C(=O)Nc2cc(F)ccc21 (stereo not drawn)	-4.7%	u	-10.4	x	x	u	u	u	u
O=C(O)c1csc(-c2cccs2)n1	-24.4%	-3.4%	-24.2	u	u	i	1.7%	-28.1%	1.4%
CC(C)CCNC(=O)c1onc(CSc2ccc(F)cc2)c1C(=O)NCCC(C)C	1.4%	1.8%	-6.3	-30.4%[inhibitor][9.22 µM]	-15.6%	i	6.5%	-16.1%	-6.0%
COCCCN1C(=O)C(=O)/C(=C(/O)c2ccc(C)cc2)C1/C=C/c1ccccc1 (stereo not drawn)	-1.4%	10.9%	-1.2	6.7%	15.7%	i	-9.6%	-51.1%	-9.6%
CCc1nnc(NC(=O)CSCc2cc(=O)n3nc(C(C)C)sc3n2)s1	-1.1%	7.3%	12.1	-19.1%	-0.9%	i	5.6%	u	x
Cc1cc(C)n(-c2nnc(Nc3cc(Cl)ccc3C)c3ccccc23)n1	5.2%	x	x	x	x	i	x	6.9%	1.7%
C[C@H]1C(=O)N(C)CCN1C(=O)c1ccc(OC2CCN(CCc3ccccc3)CC2)cc1	-2.5%	9.9%	-6.9	x	x	i	0.3%	-0.8%	x
Cc1ccccc1CN(C)CC(=O)Nc1cccc(S(=O)(=O)N(C)c2ccccc2)c1	u	-15.0%	16.7	5.1%	u	i	-9.2%	u	-33.8%
COC(=O)CNC(=O)Cn1cnc2sc(C)c(S(=O)(=O)N3CCN(c4ccccc4OC)CC3)c2c1=O	-2.6%	2.7%	25.1	-3.6%	-2.3%	i	2.6%	-0.6%	-13.5%
COc1ccc(-c2csc(NCCc3nc4cc(Cl)c(N5CCCCC5)cc4n3CCOCCO)n2)cc1	-0.8%	0.0%	-0.4	1.8%	5.7%	u	0.6%	6.8%	u
CCOc1ccc(C(=O)N/N=C/c2ccccc2[N+](=O)[O-])cc1	-6.2%	-5.7%	-4.1	-7.1%	-2.5%	u	-4.6%	u	21.1%
CC(C)(C)OC(=O)N1CCC(c2c(C(=O)NCc3ccc(F)cc3)cnn2-c2ccc(F)cc2)CC1	5.2%	x	x	x	x	i	x	11.7%	13.1%
CC(=O)N1CCN=C1SCc1cccc(F)c1	0.9%	-3.4%	-2.5	-2.5%	0.1%	i	-2.6%	-4.5%	x
Cc1cc(C)c2c(=O)[nH]c(SCc3ccc([N+](=O)[O-])cc3)nc2n1	1.3%	-4.4%	30.2	-8.0%	-4.0%	i	5.7%	-36.8%	-8.1%
C=CCn1c(SCC(=O)NCCCO)nc2sc3c(c2c1=O)CCC3	3.0%	2.8%	-10.7	-40.9%[inhibitor]	u	i	7.4%	-0.7%	-13.5%
COc1ccccc1N(C)S(=O)(=O)c1ccc(Cl)c(C(=O)NC2=NCCS2)c1	-9.6%	1.8%	-13.3	-0.8%	-2.9%	i	1.8%	u	-8.4%
Cc1ccc(NC2=CC(=O)CC(c3ccc(Cl)cc3)C2)cc1 (stereo not drawn)	-11.3%	-5.4%	-14.2	9.5%	25.1%	i	-4.9%	u	-20.5%
O=C1c2ccc(Oc3ccc([N+](=O)[O-])cc3)cc2C(=O)N1c1ccncc1	24.8%	3.4%	30.7	-1.5%	1.9%	i	1.9%	17.7%	-4.3%
O=C(CSc1nnc(CNc2ccc(F)cc2)n1CC1CCCO1)N1CCOCC1 (stereo not drawn)	3.2%	-2.6%	4.0	-75.7%[inhibitor]	-5.5%	i	17.3%	-1.3%	5.4%
COc1cccc(-c2cc(C(=O)N3CCN(Cc4ccc5c(c4)OCO5)CC3)on2)c1	10.9%	-14.6%	7.2	-4.3%	-3.8%	i	-3.1%	0.0%	-6.3%
CC(NS(=O)(=O)c1ccc2c(c1)OCCCO2)C(=O)O (stereo not drawn)	4.3%	12.9%	0.3	x	-2.1%	u	8.7%	5.5%	-3.4%
CCn1c2ccccc2c2nnc(SCC(N)=O)nc21	-1.2%	u	6.2	-7.6%	-3.9%	i	0.0%	2.2%	5.6%
COCc1nnc(NC(=O)c2cccc(NC(=O)C(C)C)c2)s1	8.5%	8.9%	-4.2	-14.9%	19.2%	i	2.8%	-0.1%	15.8%
COc1cc(CN2CCC(CO)(Cc3cccc(C(F)(F)F)c3)CC2)ccc1F	-25.6%	0.8%	-52.3*	u	u	i	-6.6%	4.6%	x
CCCCn1c(=O)[nH]c(=O)c2c1nc(-c1ccccc1OC(F)F)n2C	-4.0%	2.6%	25.6	3.4%	5.7%	i	-14.7%	0.0%	-0.4%
Cc1ccc(CNC(=O)C2CCCN(Cc3cnn(-c4ccccc4)c3-n3cccc3)C2)cc1 (stereo not drawn)	u	0.9%	u	u	15.2%	u	2.6%	0.0%	-20.6%
COc1ccc(C(=O)C[n+]2cn(C(F)F)c3ccccc32)c(F)c1	-14.9%	20.6µM*	u	19.2%	u	i	u	-7.7%	-21.0%
Cc1ccccc1N1C(=O)[C@@H]2Cc3ccccc3CN2C1=O	-3.0%	-11.5%	11.5	-6.0%	7.2%	i	-6.1%	16.4µM*	-6.7%
C/C(=N\NC(=O)C(C)Nc1cccc(Cl)c1)c1ccc([N+](=O)[O-])cc1 (stereo not drawn)	-10.8%	0.0%	-12.5	-123.9%[inhibitor]	-80.9%[inhibitor]	i	-14.3%	18.4µM*	-10.3%
O=C(Oc1ccc2cc(Br)ccc2c1)c1cccnc1	11.8%	-3.5%	4.6	0.3%	u	u	2.4%[9.24 µM]	-12.1%	-28.4%
CCc1ccc2nc(SCC(=O)NCC3CCCO3)c(C#N)cc2c1 (stereo not drawn)	2.1%	13.9%	18.9	-8.3%	-3.0%	i	13.8%	-11.8%	29.7%[11.3 µM]
N#Cc1ccc(-c2cccnc2)nc1SCc1ccc(Cl)c(Cl)c1	-25.2%	9.4%	0.0	2.8%	u	i	21.2%	-4.1%	u
Cc1cccc(C)c1NC(=O)N1CCC(n2c(=O)[nH]c3ccccc32)CC1	0.0%	14.1%	u	-1.8%	-0.8%	i	-1.6%	1.3%	10.0%
O=C(NCc1ccc2c(c1)OCO2)c1cccnc1	10.0%	14.4%	10.8	-2.7%	0.1%	i	17.3%	u	-16.1%
NC(=O)c1ccc(NC(=O)c2ccc(COc3ccccc3Br)cc2)cc1	-7.6%	12.7%	-9.3	-6.4%	3.0%	i	23.1%	-1.5%	6.5%

# Sorted by the number under SW480 rerep (falling): some entries from above
Compound,IL-1B inflam inh,SW480 rerep
Cc1cccc(C)c1NC(=O)N1CCC(n2c(=O)[nH]c3ccccc32)CC1,u,-1.8%
O=C(NCc1ccc2c(c1)OCO2)c1cccnc1,10.8,-2.7%
CCc1ccc2nc(SCC(=O)NCC3CCCO3)c(C#N)cc2c1 (stereo not drawn),18.9,-8.3%

# Other compounds:
Compound	KB-3-1 cytotox	HT1080NT lethal	IL-1B inflam inh	SW480 rerep	MCF10A rereplic	S2 tox	HT1080 IDH1KD tx	KB-V1 MDR tox	ATXN2 expr inh
CCN(CC)CCNC(=S)N1CCn2c(nc3ccccc32)C1	-0.9%	-2.0%	18.7	-0.7%	3.6%	i	6.2%	0.0%	-8.4%
COc1ccc(-c2cc(C(=O)N3CCN(C(=O)c4ccco4)CC3)[nH]n2)cc1	-3.1%	1.6%	-5.2	-42.0%	-2.0%	i	-2.0%	3.3%	x
COC(=O)COc1cccc(NC(=O)c2cccc(C)c2)c1	6.8%	-1.7%	3.6	6.8%	-0.6%	i	0.9%	7.9%	0.9%
Cc1cc(F)c(F)cc1C(=O)N1CCCC1	8.1%	17.2%	5.7	5.6%	-3.8%	i	4.8%	1.4%	-13.2%
CS(=O)(=O)N(CC(=O)N1CCc2ccccc2C1)c1cccc([N+](=O)[O-])c1	-4.7%	-9.6%	-4.2	0.8%	u	i	-1.4%	4.0%	0.3%
O=C(c1ccc(OC2CCN(CCc3ccccc3)CC2)cc1)N1CCCC(CCCO)C1 (stereo not drawn)	-4.8%	-13.0%	u	u	3.0%	u	-13.8%	-7.1%	-16.5%
Cc1ccc(CNc2ccc(-c3nc(-c4cccnc4)no3)cc2[N+](=O)[O-])cc1	7.3%	x	x	x	x	i	x	u	10.9%
Cc1cc(C)c(C)c(S(=O)(=O)N2CCN(Cc3nc4ccccc4[nH]3)CC2)c1C	1.5%	2.6%	-1.9	-1.4%	3.6%	i	u	u	-13.9%
